# High-throughput results as filed in PubChem BioAssay.
# GLP-1R inv ag: acts as inverse agonist at human GLP-1 receptor; HEK293 GLP-1R CRE-luciferase, luminescence, 24 h; GLP-1R form is constitutively active; actives 1.6% (n = 410,000); P43220; Potency, µM (top dose mostly 38.3 µM), for the others: at the top dose activity change, negative = inhibition, actives largely listed as inhibitors; note: potency is the fitted concentration of half-maximal effect; % is set by controls: 0 for no effect and ±100 for the full control effect; nearly all actives have a fitted effect of over 55% in size
# Target sequence (P43220 whole entry, looked up): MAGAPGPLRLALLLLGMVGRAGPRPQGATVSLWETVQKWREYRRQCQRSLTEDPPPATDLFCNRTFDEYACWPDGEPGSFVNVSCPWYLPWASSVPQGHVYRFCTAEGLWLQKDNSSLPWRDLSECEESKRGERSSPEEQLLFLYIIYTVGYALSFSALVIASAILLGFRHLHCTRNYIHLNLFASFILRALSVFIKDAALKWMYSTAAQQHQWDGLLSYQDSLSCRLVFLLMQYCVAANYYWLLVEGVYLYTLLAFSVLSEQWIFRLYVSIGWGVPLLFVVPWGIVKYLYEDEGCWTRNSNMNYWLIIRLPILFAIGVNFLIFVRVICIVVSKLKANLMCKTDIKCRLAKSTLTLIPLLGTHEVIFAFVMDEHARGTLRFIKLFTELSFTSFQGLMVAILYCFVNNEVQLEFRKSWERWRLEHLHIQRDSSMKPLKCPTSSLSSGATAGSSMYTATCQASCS
#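 Luminescence readout: a drop in cAMP-driven luciferase signal flags inverse agonism at a constitutively active GLP-1R stably expressed in HEK293. Compound exposure lasted 24 hr at 37 deg C, 5% CO2.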
# TDP43 rescue: rescues yeast growth from TDP-43 toxicity | actives 1.8% (n = 410,000) | TDP-43 expressing yeast growth rescue, BacTiter-Glo, 24 h | Potency, µM (top dose mostly 46.1 µM), without a hit: at the top dose growth rescue (activation), hits mostly activators; note: potency is the fitted concentration of half-maximal effect; % of control where 0% means no effect; nearly all actives have a fitted effect of over 50% in size
#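 Yeast expressing TDP-43 (pregrown in raffinose, seeded at OD600=0.02 in galactose medium) exposed to compounds 24 hr at 30 deg C. Growth read by BacTiter-Glo luminescence; rescue of toxicity appears as increased signal.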
# aSyn rescue: inhibitors of alpha-synuclein toxicity in yeast; Yeast expressing alpha-synuclein, growth rescue, BacTiter-Glo, 24 h; Potency, µM (top dose mostly 46.1 µM), for the others: at the top dose growth rescue (activation), usual class: activators; actives 0.14% (n = 370,000); note: potency is the fitted concentration of half-maximal effect; % of control where 0% means no effect; nearly all actives have a fitted effect of over 65% in size
#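 Readout is rescue of growth in alpha-synuclein-expressing yeast, so inhibitors of toxicity appear as activators. Growth after 24 hr at 30 deg C in galactose medium is quantified by luminescence.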
# PTHR1 ag: agonists of human PTHR1 parathyroid hormone receptor | Potency, µM (top dose mostly 115 µM), for inactives: at the top dose activation, hits mostly activators | actives 0.075% (n = 410,000) | Q03431 | HEK293 GP2 PTHR1 cells, GloSensor cAMP luminescence, 1 h; note: potency is the fitted concentration of half-maximal effect; nearly all actives have a fitted effect of over 55% in size; some results filed as inactive show a strong effect at the top dose; inactives centre near -15; many of its hits are not listed in these tables
# Target sequence (Q03431 whole entry, looked up): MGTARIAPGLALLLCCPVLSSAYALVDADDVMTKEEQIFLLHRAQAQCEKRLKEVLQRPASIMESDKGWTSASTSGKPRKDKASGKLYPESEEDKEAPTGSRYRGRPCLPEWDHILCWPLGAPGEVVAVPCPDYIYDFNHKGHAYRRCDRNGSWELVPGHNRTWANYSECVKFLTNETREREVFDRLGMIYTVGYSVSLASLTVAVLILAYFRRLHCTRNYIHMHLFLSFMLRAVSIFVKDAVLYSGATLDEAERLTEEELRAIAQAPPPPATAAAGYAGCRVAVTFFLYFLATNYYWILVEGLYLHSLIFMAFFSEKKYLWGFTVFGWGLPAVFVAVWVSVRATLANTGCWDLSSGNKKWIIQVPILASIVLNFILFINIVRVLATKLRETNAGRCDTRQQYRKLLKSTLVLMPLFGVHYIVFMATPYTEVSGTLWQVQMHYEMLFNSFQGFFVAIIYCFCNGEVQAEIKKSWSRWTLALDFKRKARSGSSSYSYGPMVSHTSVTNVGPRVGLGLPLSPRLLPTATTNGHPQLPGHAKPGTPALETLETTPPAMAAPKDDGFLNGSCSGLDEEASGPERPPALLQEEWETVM
#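 HEK-293-derived GP2 cells expressing PTHR1 and a GloSensor cAMP reporter, 3,000/well, plated overnight, given luciferin plus IBMX (each 0.5 mM as added) for 1 h at 37 °C, then compound for 1 h at 37 °C. Luminescence was read after 15 min at room temperature.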
# Akt phos inh: blocks phosphorylation of Akt. actives 0.32% (n = 360,000). activity change, % for hits at 50 µM. Neuro2A IGF-stimulated pAkt S473 HTRF, 20 min; stronger effect = lower value. AID 651550; in the data active = activity change below about -80%; inconclusive = mostly about -51% to -80%; note: % is set by controls: 0 for no effect and ±100 for the full control effect
#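 Single-point screen (50 µM final compound) in Neuro2A cells stimulated 20 min with 6 nM IGF at 37 deg C. After lysis, Ser473-phosphorylated Akt read by HTRF (ex 330 nm, em 615/665 nm) as the 665/615 ratio.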
# MmCpn inh: inhibitors of Methanococcus maripaludis chaperonin (MmCpn); purified Mm-Cpn ATPase, ADP Transcreener TR-FRET; Potency, µM (highest dose often 76.9 µM), without a hit: at the top dose activity, negative = inhibition, usual class: inhibitors; actives 0.031% (n = 330,000); note: potency is the fitted concentration of half-maximal effect; % is set by controls: 0 for no effect and ±100 for the full control effect; nearly all actives have a fitted effect of over 80% in size
#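 Purified archaeal Mm-CPN (25nM final) preincubated 10 min at 37degC with compound, then 10uM ATP for 30 min at 37degC; ADP measured by HTRF Transcreener TR-FRET; buffer 30 mM TRIS pH 7.4, 100mM KCl, 5mM MgCl2, 1mM DTT.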
# FUS suppressor: rescues growth of FUS-expressing yeast | S. cerevisiae FUS-expressing, growth rescue, OD600, 24 h | actives 0.24% (n = 390,000) | Potency, µM (highest dose often 76.6 µM), for inactives: at the top dose growth rescue (activation), hits mostly activators;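 note: potency is the fitted concentration of half-maximal effect; plate controls were DMSO vehicle for no effect and reference control for full effect; nearly all actives have a fitted effect of over 55% in size; some results filed as inactive show a strong effect at the top dose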
#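 S. cerevisiae expressing FUS from galactose induction served as the toxicity model. Growth after 24hr at 30C, read as absorbance at 600 nm, indicates suppression of toxicity; compounds dosed at several concentrations.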
# HEK293 tox: cytotoxicity in counter-screen for GLP-1R inverse agonists; HEK293 cAMP-luciferase reporter cells, luminescence, 24 h; Potency, µM (titrated, usually from 38.3 µM), without a hit: at the top dose activity change, negative = inhibition, hits mostly inhibitors; actives 0.13% (n = 410,000);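 note: loss of luciferase light is scored as toxicity; potency is the fitted concentration of half-maximal effect; % is set by controls: 0 for no effect and ±100 for the full control effect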
#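 1536-well qHTS counterscreen of the MLSMR; 200 cells/uL, 12 h pre-incubation, 23 nL cpd, 24 h at 37 deg C 5% CO2, luciferase detection reagent, 12 min RT, luminescence. Inhibition = undesired.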
# Abeta rescue: A-beta toxicity reversal in yeast. yeast expressing A-beta42, growth rescue, OD600, 48 h; response scale: 0% DMSO, 100% iron-clioquinol control. Potency, µM (doses to about 46.1 µM), without a hit: at the top dose growth rescue, most hits filed as activators. actives 0.063% (n = 410,000). AID 1347071; note: potency is the fitted concentration of half-maximal effect; nearly all actives have a fitted effect of over 55% in size
#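 Growth rescue measured by 600 nm absorbance after 48 h yeast culture at 30 C with compound. Values normalized between DMSO and an equimolar ferric chloride plus clioquinol control.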
# The depositor's hits bear a star; i = inactive; ? = inconclusive; . = not tested or not shown; & = joins results of further samples; [ ] = dose if it differs, or a comment. Unless noted, calls come from the whole dose curve; as a rule, active = well fitted curve in the direction sought with a large enough effect; inconclusive = small, poorly fitted or top-dose-only effect, or another doubt; inactive = no such curve, though single readings can be large; an effect the other way counts as inactive or inconclusive. This is a subset; the hit share may differ from the screen's.
SMILES,GLP-1R inv ag,TDP43 rescue,aSyn rescue,PTHR1 ag,Akt phos inh,MmCpn inh,FUS suppressor,HEK293 tox,Abeta rescue
CCOc1ccc2nc(N3C(=O)C(O)=C(C(=O)c4ccco4)C3c3ccco3)sc2c1 (configuration not stated),-9%,-7%,-9%,-7%,i,-4%,1%,1%,-5%
CC1CN(C)C(C)CC1NCc1ccc2c(c1)OCO2 (configuration not stated),-17%,-3%,-9%,-5%[57.5 µM],i,0%,16%,-9%,-17%
O=C(CCn1c(=O)oc2cc(Cl)ccc21)Nc1ccc(O)cc1,-38%,-19%,1%,-20%,i,0%,-13%,-5%,-6%
Cc1ccc(NC(=O)c2nnn(-c3ccc4c(c3)OCCO4)c2N)cc1,?,3%,-8%,-57%[inhibitor],i,0%,6%,0%,-22%
Cn1nc(C(=O)N2CCC(C(N)=O)CC2)c2c1-c1ccccc1SC2,22%,0%,3%,i,i,-3%,-21%,-12%,2%
CN(C(=O)COC(=O)CSc1ccc([N+](=O)[O-])cc1)c1ccccc1,19%,15%,19%,?,i,-2%,.,-6%,2%
CC(=O)N(C(C)=O)S(=O)(=O)c1ccc(N=NN2CCOCC2)cc1,5%,0%,12%,i,i,0%,.,-18%,-8%
Cc1ccc(S(=O)(=O)N2CCOCC2)cc1C(=O)NCc1cccs1,-13%,13%,2%,-15%,i,-3%,-8%,-7%,-9%
CCCS(=O)(=O)NC(=O)C1(C)CCN(C(=O)c2nc(C)oc2C)C1 (configuration not stated),0%,20%,3%,-6%,i,.,-30%,3%,-6%
CCN1C(C)=C(C)S/C1=C1\SC(=S)N(N)C1=O,8%,19%,-8%,i,i,1%,9%,-13%,-18%
CCOC(=O)CSc1nncc2ccc(OC)c(OC)c12,4%,-21%,-2%,i,i,-4%,19%,-18%,-9%
COc1ccc(/C=C/C(=O)NC2=NCCS2)cc1OC,4%,7%[0.397 µM],2%,-27%,i,-2%,24%,-9%,10%
Cn1cc([N+](=O)[O-])c(C(=O)N/N=C/c2ccccc2)n1,6%,-17%,-6%,i,i,0%,-13%,-26%,11%
CCN1CCN(CC(=O)Nc2cccc(C)c2)C(=O)C1=O,-1%,23%,0%,i,i,.,-20%,0%,2%
CC(C)NS(=O)(=O)c1ccc(OCC(=O)NCc2ccco2)cc1,12%,-17%,4%,i,i,-1%,8%,-13%,-19%
CCCC(=O)N1CCC1(C)C(=O)NS(=O)(=O)c1ccc(OC)cc1 (configuration not stated),-26%,-5%,-12%,-22%,i,.,-20%,-6%,4%
NC(=O)C1CCN(C(=O)c2cccc(CN3C(=O)c4ccccc4C3=O)c2)CC1,36%[activator],13%,-3%,i,i,1%,23%,7%,16%
COc1ccc(-c2ccc(-c3noc(-c4ccccc4)n3)c(OC)n2)cc1,15%,3%,4%,-2%[57.5 µM],?,-3%,-10%,2%,4%
Cc1ccc(Cl)cc1NC(=O)C1CCCN(c2cnccn2)C1 (configuration not stated),?,11%&17%,0%,i,i,-1%,23%&12%,1%&1%,6%&8%
Cc1nc2sc(C(=O)OCC(=O)N3c4ccccc4CC3C)c(C)c2c(=O)[nH]1 (configuration not stated),14%[7.66 µM],5%,-4%,-55%[inhibitor],i,-1%,8%,0%[7.66 µM],6%
Cc1ccc2cccc(OCC(=O)Nc3ccc4c(c3)OCO4)c2n1,0%[7.66 µM],?,13%,-14%,i,-1%,20%,19%[7.66 µM],12%
O=C(NC(NC(=S)Nc1ccccc1C(=O)O)C(Cl)(Cl)Cl)c1cccc([N+](=O)[O-])c1 (configuration not stated),-3%,4%,-17%,i,i,1%,?,-9%,8%
COc1ccc(C(=O)N2CCCC(c3ccccc3)C2)cc1 (configuration not stated),?,?,18%,-20%[57.5 µM],i,-3%,14%,5%,-10%
CCN(CC)S(=O)(=O)c1ccc2c(c1)nc(CCC(=O)OCC(=O)Nc1cc(OC)cc(OC)c1)n2C,12%,-9%,0%,i,i,-3%,29%,-1%,-3%
CN(Cc1nc2ccccc2n1C)C(=O)c1cccs1,12%,5%,-1%,-4%[57.5 µM],i,2%,13%,4%,5%
O=C(c1n[nH]c2ccccc12)N1CCN(S(=O)(=O)c2ccccc2)CC1,-14%,?,9%,-17%,i,0%,7%,-8%,5%
COc1cc(NC(=O)c2cc3c(Cl)nc4ccccc4c3s2)cc(OC)c1OC,4%,0%,2%,-19%,i,-6%,.,-3%,8%
COc1ccc(S(=O)(=O)NCCC(=O)NC2CCCCC2C)cc1[N+](=O)[O-] (configuration not stated),-30%,-12%,-6%,i,i,-1%,11%,0%,4%
O=C(CN1CCN(CC(=O)Nc2ccccc2Cl)CC1)NCC1(N2CCCCC2)CCCCC1,8%,0%,-18%,i,i,-2%,10%,12%,-2%
CN1C(=O)CSc2ccc(NC(=O)NCc3ccc(F)cc3)cc21,-5%,13%,5%,-33%[inhibitor],i,0%,0%,6%,0%
O=S1(=O)N=C2CCCCCN2C(c2ccc(F)cc2)N1 (configuration not stated),6%,5%,4%,i,i,2%,-43%,-10%,1%
COc1ccc(N2C(=O)CSC23C(=O)N(CC(=O)NCc2ccccc2)c2ccccc23)cc1 (configuration not stated),5%,?,2%,-23%,.,.,26%,0%,-5%
CCCCN(C(=O)c1cnccn1)c1c(N)n(CCC)c(=O)[nH]c1=O,12%,-6%,0%,-1%,i,-2%,0%,4%,2%
CCOC(=O)c1[nH]c(C)c(C(=O)OCC(=O)Nc2sc3c(c2C#N)CCCCC3)c1C,21%,-6%,-2%,-10%,i,3%,20%,-8%,-10%
O=C(Nc1nnc(SCc2ccccc2F)s1)c1ccco1,2%,?,1%,-22%,i,2%,6%,5%,1%
COC(=O)c1ccc(Cl)cc1NC(=O)Nc1nnc(N(C)Cc2ccccc2)s1,-1%,2%,.,-12%,.,.,-6%,-15%,-15%
Cn1c(=O)c2[nH]c(N/N=C(/C#N)C(N)=O)nc2n(C)c1=O,3%,-11%,3%,-20%,i,-4%,-1%,21%,0%
COc1ccc(Br)cc1CNCC1CCCO1 (configuration not stated),2%,0%,2%,-17%,i,-2%,-11%,1%,-11%
CCN(CC)C(=O)C1CCN(c2ncnc3c2cnn3-c2ccc(C)cc2C)CC1,-16%,17%,-11%,i,i,-1%,16%,16%,-16%
O=C(C=Cc1ccccc1)c1c[nH]c2ccccc2c1=O,-90%,-14%,-2%,-50%,i,.,12%,?,-6%

# In the list so far, these contain a cyano group:
SMILES,GLP-1R inv ag,TDP43 rescue,aSyn rescue,PTHR1 ag,Akt phos inh,MmCpn inh,FUS suppressor,HEK293 tox,Abeta rescue
CCOC(=O)c1[nH]c(C)c(C(=O)OCC(=O)Nc2sc3c(c2C#N)CCCCC3)c1C,21%,-6%,-2%,-10%,i,3%,20%,-8%,-10%
Cn1c(=O)c2[nH]c(N/N=C(/C#N)C(N)=O)nc2n(C)c1=O,3%,-11%,3%,-20%,i,-4%,-1%,21%,0%

# New compounds follow:
SMILES,GLP-1R inv ag,TDP43 rescue,aSyn rescue,PTHR1 ag,Akt phos inh,MmCpn inh,FUS suppressor,HEK293 tox,Abeta rescue
Cc1ccc(N2CCN(c3ccc([N+](=O)[O-])cn3)CC2)c(C)c1,3%,16%,-4%,-27%,i,0%,-14%,3%,-2%
O=C(Nc1ccc(F)c(Cl)c1)c1cc(C2CCCCN2C(=O)c2ccc(Cl)cc2)on1 (configuration not stated),?,-5%,14%,-16%,i,.,35%,3%,1%
Cn1c(=O)c2c(O)c(Cc3ccccc3)c(=O)[nH]c2n(C)c1=O,8%,11%,-1%,i,i,0%,6%,12%,-17%
CCC(=O)N1CCc2cc(Br)cc(S(=O)(=O)CCC(=O)NCCc3ccc(C)cc3)c21,11%,-7%,.,-6%,.,.,4%,0%,-31%
CCOc1ccc(C(=O)N2CCN(S(=O)(=O)c3cccs3)CC2)c(OCC)c1,4%,22%,4%,i,i,-2%,20%,-13%,9%
Cc1ccc(C(=O)Nc2cc(S(=O)(=O)N3CCOCC3)ccc2N2CCCC2)cc1,-61%,21%,3%,-4%,i,1%,-4%,-12%,-3%
O=C(NCc1ccccc1)C(c1ccc(F)cc1)N(Cc1ccco1)C(=O)c1ccccn1 (configuration not stated),0%,-2%,-4%,i,i,1%,47%,-6%,-13%
COC(=O)CSc1ccc2nnc(-c3ccc(OC)c(OC)c3)n2n1,6%,?,-1%,-16%,i,-2%,-4%,-8%,1%
CCOC(=O)C1CCN(C(=O)C(=O)c2cn(CC(=O)N3CCCCCC3)c3ccccc23)CC1,8%,-8%,-12%,?,i,-10%,27%,0%,8%
N#Cc1cc2ccccc2nc1N,5%,-8%,-2%,i,i,2%,20%,10%,-19%
CCCCCC(=O)N1CCN(CCN=CC2=C(O)CC(c3cccs3)CC2=O)CC1 (configuration not stated),-4%&4%,-19%&-38%,3%&15%,6%[57.5 µM],i,-1%,39%,-14%&-2%,-7%&4%
CCOc1ccc(CCNC(=O)Cn2nnc(-c3ccccc3)n2)cc1OCC,-9%,4%,7%,i,.,.,27%,2%,-14%
Cc1ccc(OCc2nnc(SC3CCc4ccccc4C3=O)n2C)cc1 (configuration not stated),7.1µM*,?,2%,-30%[inhibitor],i,-2%,?,-8%,-6%
CCOc1cc(C(=O)Nc2ccc3c(c2)OCO3)ccc1OCCOc1ccccc1Cl,6%,-1%,-2%,-14%[57.5 µM],i,.,23%,-2%,13%
